GAA spleen mod: lysosomal alpha-glucosidase (human) modulation. P10253. human spleen homogenate, 4-MU-alpha-glucoside fluorescence. Potency, µM (doses to about 79.9 µM), for inactives: top-dose activity change, negative = inhibition, usual class: inhibitors. 240,000 tested, 0.006% active;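 note: 0% = enzyme with vehicle and -100% = no enzyme basal signal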
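AC50 values come from Hill-equation fits of concentration-response data, normalized to no-enzyme and full-activity controls. Enzyme source: 1 ug human spleen homogenate; 1 mM fluorogenic 4-MU glucoside, pH 5.0 citrate buffer, 37 C, 40 min.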
HTT cytoprotect: Huntington cell model cytoprotection by ATP luminescence; PC12 HTT-Q103 induced, cytoprotection, ATP luminescence, 40 h; Potency, µM (top dose mostly 56.4 µM), for inactives: cytoprotection (ATP increase), usual class: activators; 230,000 tested, 0.14% active;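 note: % of control where 0% means no effect; nearly all actives have a fitted effect of over 45% in size; toxic huntingtin expression switched on by the ecdysone agonist tebufenozide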
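ATP quantification (ATPlite) reports survival of PC12 cells in which tebufenozide, 100 nM final, switches on Htt exon 1 with 103 glutamines linked to GFP; compounds are titrated.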
Tau fluor counter: counter-screen for tau fibril formation inhibitors. tau K18 P301L Alexa594 fluorescence, heparin fibrillization. Potency, µM (titrated, usually from 57.7 µM), for the others: at the top dose activity change, negative = decrease. 280,000 tested, 0.93% active. AID 1463; note: % is set by controls: 0 for no effect and ±100 for the full control effect; nearly all actives have a fitted effect of over 55% in size
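Human tau K18 P301L (15 uM unlabeled, 0.24 uM Alexa 594-labeled) in 100 mM sodium acetate pH 7 with 20 uM heparin, 6 hr at 37 C. ThT 30 uM added, 1 hr ambient; Alexa 594 FP and total fluorescence read at 555/632 nm.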
GAA inhib: alpha-glucosidase (human) inhibition | P10253 | purified human GAA, 4-MU-alpha-glucoside fluorescence | AID 1466 | Potency, µM (top dose mostly 76.9 µM), without a hit: at the top dose activity change, negative = inhibition, usual class: inhibitors | 200,000 tested, 0.005% active;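 note: plate controls were uninhibited enzyme wells for no effect and no-enzyme background for full effect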
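Compounds are titrated up to 77 uM against 4 nM human enzyme. Substrate 4-methylumbelliferyl-alpha-D-pyranoside (400 uM) reacts 20 min at room temperature in pH 5.0 buffer; liberated 4-methylumbelliferone is read at 440 nm.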
GLA spleen mod: alpha-galactosidase A (human) modulation | human spleen homogenate, 4MU-alpha-Gal fluorescence, 40 min | Potency, µM (doses to about 80 µM), for the others: at the top dose activity change, negative = inhibition, hits mostly inhibitors | 240,000 tested, 0.008% active | AID 2107;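 note: 0% = enzyme with vehicle and -100% = no enzyme basal signal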
Target sequence (P06280 32-429 limits assumed): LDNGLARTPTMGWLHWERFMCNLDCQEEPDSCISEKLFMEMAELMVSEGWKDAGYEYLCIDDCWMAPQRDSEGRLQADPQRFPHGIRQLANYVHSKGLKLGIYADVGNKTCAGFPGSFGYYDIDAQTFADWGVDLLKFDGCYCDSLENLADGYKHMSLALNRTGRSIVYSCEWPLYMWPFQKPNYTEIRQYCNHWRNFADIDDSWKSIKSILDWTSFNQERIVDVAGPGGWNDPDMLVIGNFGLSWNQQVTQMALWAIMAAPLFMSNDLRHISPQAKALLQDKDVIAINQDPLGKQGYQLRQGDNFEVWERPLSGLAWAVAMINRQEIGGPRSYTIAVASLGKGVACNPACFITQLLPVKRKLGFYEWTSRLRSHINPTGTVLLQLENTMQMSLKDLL
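Human spleen homogenate (1 ug) was the enzyme source, with 4-methylumbelliferyl-alpha-D-galactopyranoside (1 mM final) in pH 5.0 citrate buffer with 0.01% Tween-20. Compounds were titrated; after 40 min at 37C, NaOH/glycine stop, 4-MU fluorescence read; AC50 from Hill fits.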
GAA glycogen: inhibitors or activators of human alpha-glucosidase glycogen cleavage; AID 2100; 300,000 tested, 0.38% active; P10253; Potency, µM (top dose mostly 76.4 µM), for the others: top-dose activity change, negative = inhibition, hits mostly inhibitors; recombinant GAA, glycogen substrate, Amplex Red glucose oxidase fluorescence;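 note: 0% = full enzyme reaction and -100% = no-enzyme basal signal; the screen sought inhibitors and activators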
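Recombinant enzyme (4 nM final) with compounds titrated up to 77 uM and bovine liver glycogen (30 ug) in citrate pH 5.0, 0.01% Tween-20, 37 C 40 min. Released glucose detected by Amplex Red/glucose oxidase (Ex 573/Em 610); AC50 from Hill fits.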
Tau fibril ThT: blocks human tau fibril formation measured by thioflavin T | 270,000 tested, 2.1% active | Potency, µM (titrated, usually from 57.4 µM), inactives show at the highest dose activity, negative = inhibition, usual class: inhibitors | AID 1460 | recombinant tau K18 P301L (four-repeat tau fragment), heparin-induced fibrillization, ThT fluorescence | P10636; note: % is set by controls: 0 for no effect and ±100 for the full control effect; nearly all actives have a fitted effect of over 55% in size
Target sequence (P10636 561-689 P618L limits assumed): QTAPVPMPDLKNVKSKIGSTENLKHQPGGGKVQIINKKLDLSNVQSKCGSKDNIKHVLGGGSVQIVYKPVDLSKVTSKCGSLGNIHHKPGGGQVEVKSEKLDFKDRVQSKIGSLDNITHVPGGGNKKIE
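Recombinant human tau K18 fragment […] carrying P301L, 15 uM unlabeled plus 0.24 uM Alexa 594-labeled, was fibrillized with 20 uM heparin in 100 mM sodium acetate pH 7 for 6 hr at 37 C; 30 uM ThT fluorescence read after 1 hr.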
Tau FP inhib: tau fibrillization inhibition (FP). P10636. Potency, µM (titrated, usually from 57.7 µM), without a hit: at the highest dose activity, negative = inhibition, usual class: inhibitors. K18 P301L tau heparin fibrillization, Alexa594 FP, 6 h. AID 1468. 280,000 tested, 0.39% active; note: % is set by controls: 0 for no effect and ±100 for the full control effect; nearly all actives have a fitted effect of over 55% in size
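Human tau K18 […] P301L fragment, 15 uM unlabeled plus 0.24 uM Alexa 594-labeled tau (final), with compound and 20 uM heparin in 100 mM sodium acetate pH 7; 6 hr at 37 C, then Alexa 594 FP read.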
The depositor's hits bear a star; ? = inconclusive; · = not tested or not shown; & = joins results of further samples; [ ] = remark or other dose. Calls come from the whole dose curve; as a rule, active = well fitted curve in the direction sought with a large enough effect; inconclusive = small, poorly fitted or top-dose-only effect, or another doubt; inactive = no such curve, though single readings can be large; an effect the other way counts as inactive or inconclusive. Potency is the fitted concentration of half-maximal effect.

SMILES	GAA spleen mod	HTT cytoprotect	Tau fluor counter	GAA inhib	GLA spleen mod	GAA glycogen	Tau fibril ThT	Tau FP inhib
COc1cc(OC)cc(C(=O)NCC(=O)OCC(=O)c2ccc3c(c2)-c2ccccc2C3)c1	-7%	-22%[10 µM]	-16%	3%	-7%	16%	?	2%
O=c1c2nccnc2[nH]c(=S)n1Cc1ccccc1Cl	-8%	30%[10 µM]	9%	2%	7%	6%	1%	0%
CCOC(=O)C1=C(C)N(Cc2ccccc2)C(=O)NC1c1ccc(OC)cc1 (configuration not stated)	-2%	11%	-2%	8%	6%	-2%	-13%	8%
O=C(CCC(=O)Nc1ccc(Cl)cc1Cl)NNC(=O)[C@@H]1CCCC[C@@H]1C(=O)O	4%	·	-6%	-16%	2%	10%	0%	-3%
COC(=O)c1cc(=O)n(Cc2cccs2)c(=Nc2ccccc2)s1	5%	33%[10 µM]	-21%	·	6%	-4%	?	-8%
C=C1N(C)c2cc([N+](=O)[O-])c(N)cc2C1(C)C	7%	-44%[inhibitor]	5%	-9%	4%	-25%	2%	7%
CCCCCCNC(=O)Cc1nc2nc(C)cc(C)n2n1	1%	-24%	-2%	-7%	1%	13%	2%	10%
CC(=O)N1CCN(c2ccc(Nc3nc(C)nc4c3oc3ccccc34)cc2)CC1	-1%	-17%	?	-6%	-8%	-5%	8.9µM*	2%
CC(C)Nc1nc(NC(C)C)nc(N(C)n2cnnc2)n1	0%	2%	2%	-1%	0%	-14%	-4%	4%
O=C1/C(=C/c2ccc([N+](=O)[O-])cc2)CCc2ccccc21	2%	14%[10 µM]	-22%	·	6%	4%	?	-4%
O=C(O)C1(P(=O)(c2ccc(Cl)cc2)c2ccc(Cl)cc2)CCCC1	-12%	7%[10 µM]	10%	?	-1%	-11%	1%	3%
COc1ccc(/C=N/NC(=O)C(=O)NCc2cccnc2)cc1	5%	-7%	-1%	-1%	-3%	7%	-1%	4%
Cc1ccccc1S(=O)(=O)Cc1ccc(C(=O)N2CCN(c3cccc(Cl)c3)CC2)o1	·	·	-16%	·	·	1%[76.3 µM]	-14%	-2%
Cc1ccc(-c2noc(CCC(=O)NCc3ccco3)n2)cc1	2%	2%	-6%	-10%	7%	6%	-7%	5%
CCC(=O)OCC(=O)Nc1cc([N+](=O)[O-])ccc1Cl	-1%	-14%	-13%	2%	-2%	2%	-3%	-9%
COc1ccc(Br)cc1CNC(=O)c1ccc(-n2c(C)cc3c2CCC(C)C3)cc1 (configuration not stated)	·	·	-16%	·	·	3%[76.3 µM]	?	-13%
Nc1nnc(CCc2ccccc2)s1	-1%	-6%	-10%	-11%	4%	17%	-6%	4%
COc1cc(NC(=O)c2cc3nc(-c4ccc(C)cc4)cc(C(F)(F)F)n3n2)cc(OC)c1OC	·	·	-24%	·	·	0%[76.3 µM]	?	2%
Fc1ccc(C2=Nn3c(Cc4ccccc4F)nnc3SC2)cc1	-1%	-6%	-1%	7%	-5%	-7%	-2%	-5%
COc1ccc(N=Nc2[nH]c3ccc(C)cc3c2O)cc1	-8%	17%[10 µM]	?	-1%	1%	8%	?	2%
COc1ccc(NC(=O)c2c(F)c(F)c(F)c(F)c2F)cc1Cl	5%	5%	-4%	-9%	?	-8%	-11%	0%
CCOc1ccc(-c2n[nH]c(C)c2Oc2ccc(OC)cc2)c(O)c1	-12%	16%[0.074 µM]	14µM*[quencher]	-3%	-8%	-11%	-19%	?
COc1cc2ncc(C(=O)c3ccccc3)c(N3CCN(Cc4ccccc4)CC3)c2cc1OC	-8%	10%[10 µM]	-17%	·	1%	-12%	?	-5%
COCC(=O)N(Cc1cc2cc(OC)ccc2[nH]c1=O)c1ccccc1OC	0%	-3%	-2%	?	15%	-7%	-5%	-7%
CCOC(=O)c1c(CN2CCOCC2)n(C)c2cc(Br)c(O)c(CN(C)C)c12	1%&-8%	9%[10 µM]	-9%&-7%	-2%&-9%	-1%&-9%	?	-5%&-18%	1%&-5%
The list goes on:
SMILES	GAA spleen mod	HTT cytoprotect	Tau fluor counter	GAA inhib	GLA spleen mod	GAA glycogen	Tau fibril ThT	Tau FP inhib
CCNc1ccc(S(=O)(=O)N(C)C)cc1NCC(=O)Nc1ccc(F)c(Cl)c1	1%	-12%[10 µM]	?	-11%	2%	10%	-7%	17%
CCn1c(=O)c([N+](=O)[O-])c(NC2CCS(=O)(=O)C2)c2ccccc21 (configuration not stated)	2%	3%[10 µM]	15%	·	1%	5%	·	0%
Cc1ccc(NC(=O)c2ccncc2)cc1[N+](=O)[O-]	4%	12%[10 µM]	1%	2%	2%	-10%	9%	5%
COCCCNC(=O)CSC1=Nc2ccccc2C2=NC(CC(=O)NCc3ccccc3)C(=O)N12 (configuration not stated)	1%	-49%[inhibitor]	-6%	-2%	4%	-3%	-8%	8%
O=C(NCc1ccco1)c1ccc(N2CCCCC2)c([N+](=O)[O-])c1	2%	·	-20%	1%	0%	-2%	?	13%
c1ccc(CN2CCCC3(CCCN(Cc4nc(COc5ccccc5)no4)C3)C2)cc1 (configuration not stated)	9%	5%[10 µM]	-17%	?	11%	-7%	-20%	-6%
Cc1ccccc1C(=O)NCCNc1ccc([N+](=O)[O-])cc1	-16%	-34%[inhibitor]	-10%	-2%	-2%	23%	?	-3%
Cc1ccc(C)c(C(=O)CSc2n[nH]c(C(C)C)n2)c1	-1%	-2%	-13%	3%	-11%	-2%	-14%	-5%
O=C1c2cccc3c([N+](=O)[O-])ccc(c23)C(=O)N1c1nccs1	-22%	-100%[inhibitor]	?	-12%	-26%	1%	?	0%
CC(C)(C)NC(=O)COc1ccc(CNc2ccc3[nH]c(=O)[nH]c3c2)cc1	1%	-11%	?	-1%	0%	?	?	?
CCOc1ccc(C2/C(=C(/O)c3ccc(Cl)cc3)C(=O)C(=O)N2CCCN(C)C)cc1OC (configuration not stated)	-12%	-5%[0.074 µM]	-2%	-2%	4%	2%	-5%	4%
COc1cc2nc(C3CCC3)n(NC(=O)C(OC(C)=O)c3ccccc3)c(=O)c2cc1OC (configuration not stated)	3%	-21%[10 µM]	-8%	?	1%	4%	-5%	-6%
COc1ccc(N(CC(=O)N2CCCCCC2)S(=O)(=O)c2c(C)[nH]c(=O)[nH]c2=O)cc1	-3%	6%	-4%	-4%	-2%	-8%	-8%	4%
O=C(NCC(c1cccnc1)N1CCc2ccccc2C1)C(=O)Nc1ccccc1F (configuration not stated)	·	·	-20%	·	·	-9%[76.3 µM]	?	?
CC(Nc1ccc(Cl)c(Cl)c1)C(=O)NN (configuration not stated)	0%	10%[10 µM]	-9%	·	5%	-2%	-12%	4%
O=C(NCc1cccnc1)C(=O)Nc1nc2ccccc2s1	3%	?	-1%	-6%	7%	-3%	-4%	1%
COc1cccc(/C=N/n2c(=S)n(C)c3cc(C)c(C)cc32)c1OC	-8%	-1%	?	-5%	-5%	-2%	-12%	13%
COc1cc(NC(=O)C2CCCN(c3ncccn3)C2)cc(OC)c1 (configuration not stated)	3%	30%[10 µM]	0%	-3%	8%	-8%	-1%	-3%
C#CCSC1=C(C#N)C(c2cccs2)C(C(=O)OCC)=C(C)N1 (configuration not stated)	0%	-21%	-22%	0%	12%	-10%	?	-8%
COc1ccccc1NC(=S)N(C(C)C)C(C)c1ccccn1 (configuration not stated)	-8%	?	-5%	4%	4%	2%	-5%	-3%
CCc1ccc(C(=O)c2cncc(Br)c2)cc1	0%	5%	-3%	2%	2%	3%	-5%	?
Cc1cc(C)n2nc3nc4c(cc3c2n1)CCCC4	2%	-10%	2%	0%	17%	-4%	-3%	-1%
Cc1ccc(S(=O)(=O)c2nc(-c3ccccc3F)oc2NCc2ccccc2)cc1	·	·	-16%	·	·	-19%[76.3 µM]	6%	-13%
CCCOc1ccc(/C=C/C(=O)Nc2ccc([N+](=O)[O-])cc2C)cc1OC	-4%	-7%	-3%	1%	-11%	2%	-10%	0%
COc1ccc(N2CCN(C(=O)c3ccc4c(Cl)c5c(nc4c3)CCCC5)CC2)cc1	-9%	·	-22%&-18%	2%	4%	-3%[76.3 µM]	?	-1%&9%
Remaining list, next part:
SMILES	GAA spleen mod	HTT cytoprotect	Tau fluor counter	GAA inhib	GLA spleen mod	GAA glycogen	Tau fibril ThT	Tau FP inhib
CC(C)(C)c1cn(-c2ccccc2)c(=S)[nH]1	2%	-10%	3%	4%	-10%	-3%	5%	-2%
C#CCOCCOCCOCCNc1nc(N2CCN(C(=O)[C@H](CCC(=O)O)n3cc(C(N)CC(C)C)nn3)CC2)nc(N2CCN(C(=O)[C@H](Cc3cc4ccccc4[nH]3)n3cc(C(N)CC(C)C)nn3)CC2)n1 (some centres not stated)	-1%	8%[10 µM]	5%	·	-1%	6%	-10%	2%
OC(c1cccc(OCc2ccccc2)c1)c1nnc(-c2ccccc2)o1 (configuration not stated)	-3%	26%[10 µM]	-22%	?	8%	-11%	-4%	4%
Cc1occc1C(=O)NCCc1ccc(Cl)cc1	-2%	-11%	-8%	5%	17%	-1%	-15%	7%
COC(=O)c1c(NC(=O)CN2CCCc3ccccc32)sc(C)c1C	7%	21%[10 µM]	-15%	5%	3%	-6%	-10%	13%
COc1c(C(=O)NNC(=O)c2ccccc2)csc1Br	-10%	-13%[10 µM]	-5%	?	1%	1%	-5%	2%

Entries of single compounds from above:
COc1c(C(=O)NNC(=O)c2ccccc2)csc1Br is listed as GAA spleen mod = -10%; HTT cytoprotect = -13%[10 µM]; Tau fluor counter = -5%; GAA inhib = ?; GLA spleen mod = 1%; GAA glycogen = 1%; Tau fibril ThT = -5%; Tau FP inhib = 2%
OC(c1cccc(OCc2ccccc2)c1)c1nnc(-c2ccccc2)o1 (configuration not stated) is listed as GAA spleen mod = -3%; HTT cytoprotect = 26%[10 µM]; Tau fluor counter = -22%; GAA inhib = ?; GLA spleen mod = 8%; GAA glycogen = -11%; Tau fibril ThT = -4%; Tau FP inhib = 4%

Assay outcomes (PubChem BioAssay)
